# Compound activity: PubChem BioAssay, National Center for Advancing Translational Sciences (NCATS)
# GCN5L2 inh = inhibitors of human GCN5L2 histone acetyltransferase | Q92830 | GCN5L2 HAT assay, ThioGlo1 CoA-SH fluorescence | Potency, µM (titrated, usually from 58.9 µM), inactives show at the highest dose activity change, negative = inhibition, usual class: inhibitors | actives 0.21% (n = 390,000)
#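 Enzyme at 20nM final was mixed with library compounds for 15 min at room temperature. Peptide H3(1-25) at 75uM, acetyl-CoA at 70uM and ThioGlo1 at 50uM were then added. Plates were read immediately and after 20 min (Ex340nm/Em540nm).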
# DT40 TDP1 no CPT = qHTS for Inhibitors of human tyrosyl-DNA phosphodiesterase 1 (TDP1): qHTS in cells in absence of CPT. DT40 Tdp1-/- hTDP1 cells, no CPT, ATP luminescence, 48 h. Potency, µM (titrated, usually from 46.2 µM), for inactives: at the highest dose activity change, negative = growth inhibition, hits mostly inhibitors. actives 15% (n = 420,000). AID 686978, 2013; further: nearly all actives have a fitted effect of over 55% in size
#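 Chicken DT40 Tdp1-/- cells complemented with human TDP1, screened without camptothecin (DMSO vehicle only), 400 cells/well. Compounds pin-transferred, cells incubated at 37 °C for at least 48 hr. Growth read as ATP-dependent luminescence (CellTiter-Glo, 30 min at RT).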
# TDP1 inh = TDP1 (human) enzyme inhibition. Q9NUW8. recombinant TDP1, AlphaScreen DNA substrate cleavage. Potency, µM (titrated, usually from 130 µM), inactives show at the top dose activity change, negative = inhibition, usual class: inhibitors. actives 0.28% (n = 350,000); further: nearly all actives have a fitted effect of over 40% in size
# Target sequence (Q9NUW8 whole entry, looked up): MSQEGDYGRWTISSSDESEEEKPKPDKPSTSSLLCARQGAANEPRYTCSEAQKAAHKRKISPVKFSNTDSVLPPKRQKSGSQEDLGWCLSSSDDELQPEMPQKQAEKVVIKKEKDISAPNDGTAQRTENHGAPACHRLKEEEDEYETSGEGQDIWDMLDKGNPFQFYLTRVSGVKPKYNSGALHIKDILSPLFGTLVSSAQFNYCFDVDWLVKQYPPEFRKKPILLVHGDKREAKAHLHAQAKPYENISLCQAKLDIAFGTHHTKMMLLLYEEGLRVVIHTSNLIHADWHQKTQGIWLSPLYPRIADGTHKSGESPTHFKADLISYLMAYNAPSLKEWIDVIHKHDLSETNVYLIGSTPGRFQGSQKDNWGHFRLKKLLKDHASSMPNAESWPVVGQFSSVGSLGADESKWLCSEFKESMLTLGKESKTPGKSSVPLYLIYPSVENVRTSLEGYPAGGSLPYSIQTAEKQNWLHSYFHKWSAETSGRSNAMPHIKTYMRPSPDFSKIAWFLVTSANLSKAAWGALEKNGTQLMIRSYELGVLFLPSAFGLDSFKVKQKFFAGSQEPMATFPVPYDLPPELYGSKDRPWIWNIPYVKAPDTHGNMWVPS
#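 Signal: AlphaScreen proximity between streptavidin donor and anti-FITC acceptor beads on intact substrate. Reaction: Tdp1 1 nM, substrate 15 nM final, 5 min RT after 15 min compound preincubation.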
# * marks the source's active call; other numbers are inactive results; ? = inconclusive; . = no result given; & = joins results of further samples; [ ] = remark or other dose. The call rests on the fitted dose curve; in most records, active means well fitted curve in the direction sought with a large enough effect; inconclusive means small, poorly fitted or top-dose-only effect, or another doubt; inactive means no such curve, though single readings can be large; an effect the other way counts as inactive or inconclusive. On the % scale 0 is the no-effect control and ±100 the full control effect; potency means the concentration at half of the fitted maximal effect. A portion of the library, so the mix of outcomes need not match the whole.
# Start of the listing, in advance (4 entries):
# Values run as follows: GCN5L2 inh, DT40 TDP1 no CPT, TDP1 inh
CCC(C)Sc1cccc(-c2nc3cc(C)ccn3c2NCc2ccccc2)c1 (stereo unspecified)
 : -22%, ?, -2%
CCOC(=O)c1ccccc1NC(=O)CSc1nnc(COc2ccccc2C)n1C
 : -4%, -29%, 8%
COc1ccc(C(C)=O)cc1COC(=O)CCNS(=O)(=O)c1ccc(C)c(C)c1
 : -1%, -20%, 2%
O=C(O)C1Cc2ccccc2-c2ccccc2C1
 : 34%, ?, .

# The listing, previewed entries included:
# Values run as follows: GCN5L2 inh, DT40 TDP1 no CPT, TDP1 inh
CCC(C)Sc1cccc(-c2nc3cc(C)ccn3c2NCc2ccccc2)c1 (stereo unspecified)
 : -22%, ?, -2%
CCOC(=O)c1ccccc1NC(=O)CSc1nnc(COc2ccccc2C)n1C
 : -4%, -29%, 8%
COc1ccc(C(C)=O)cc1COC(=O)CCNS(=O)(=O)c1ccc(C)c(C)c1
 : -1%, -20%, 2%
O=C(O)C1Cc2ccccc2-c2ccccc2C1
 : 34%, ?, .
COc1ccc([N+](=O)[O-])cc1NS(=O)(=O)c1ccc(C(=O)N2CCCC2)cc1
 : -4%, -13%, 2%
COC(=O)c1cc(Sc2c(Cl)cccc2Cl)ccn1
 : -1%, 2.3µM*, 5%
CCCN(CCC)S(=O)(=O)c1nc2nc(C)cc(C)n2n1
 : -1%, 0%, .
CC(C)Cn1c(N)c(C(=O)COC(=O)c2cnccn2)c(=O)n(C)c1=O
 : 2%, -16%, .
COc1ccc(CC(=O)Nc2ccc(S(=O)(=O)N(C)C3CCN(C)CC3)cc2)cc1
 : -12%, -11%, 0%
CC(C)C(=O)Nc1ccc(C(=O)N/N=C/C2CC3C=CC2C3)cc1 (stereo unspecified)
 : 3%, 17%, 6%
Cc1ccc(NC(=O)CNCCCN2CCOCC2)cc1S(=O)(=O)N1CCCCC1
 : -11%, -1%, 6%
O=C(Nc1nc(-c2cccs2)cs1)c1cccc(S(=O)(=O)N2CCCCCC2)c1
 : -6%, ?, 2%
Cc1cccc(C(C)C)c1NC(=O)CN1C(=O)NC(Cc2ccccc2)C1=O (stereo unspecified)
 : -5%, -2%, -10%[0.505 µM]
COc1ccc(C(=O)N2CCC3(CCN(Cc4ccc(C#N)cc4)CC3)CC2)cc1
 : -6%, ?, .
O=C1CN(C(=O)c2ccccc2F)c2ccccc2N1
 : -4%, -11%, 0%
COc1ccc(S(=O)(=O)N2CCOCC2)cc1NC(=O)c1ccc2c(c1)OCO2
 : -2%, -4%, 1%[56.1 µM]
Cc1ccc2ccc(C(Nc3ccccn3)c3ccccc3)c(O)c2n1 (stereo unspecified)
 : -11%&-11%, 18µM*, 8%&10%
COc1ccc(Cl)cc1NC(=O)Cn1nnc(C(=O)NCCc2ccc(OC)c(OC)c2)c1N
 : 2%, ?, -4%
CC(C)N(C(=O)COC(=O)c1cccc(N(C)C)c1)c1ccccc1
 : -7%, ?, 21%
CCSc1nnc2c(n1)OC=Nc1ccc(Br)cc1-2
 : -1%, -10%, 0%
O=C1NCCN/C1=C\C(=O)c1ccc(Br)cc1
 : -5%, ?, .
COC(=O)c1cc(Cl)c(NC(=O)C(C)C)cc1OC
 : -10%, 10%, 7%
COc1ccc(Cn2c(=O)c3oc4ccccc4c3n(CC(=O)Nc3cc(C)cc(C)c3)c2=O)cc1
 : -8%, -1%, 3%
COc1cc(NC(=O)c2cnn(-c3cccc(F)c3)c2C2CCNCC2)cc(OC)c1OC
 : 10%, -1%, -3%
Cc1oc(-c2cccc(Cl)c2)nc1CSc1nnc(C)n2c1cc1occc12
 : -2%, 1%, -10%
COC(CN(C(=O)CCl)C(C(=O)NC1CCCCC1)c1ccc(Cl)cc1)OC (stereo unspecified)
 : -2%, 3.3µM*, 8%
CC(=O)c1ccc(OCc2cc(C(=O)N3CCC[C@H]3CO)no2)cc1
 : -18%, 0%, 12%
CN(CC(=O)Nc1ccc(F)c(F)c1F)C(=O)/C=C/c1ccc(Cl)cc1
 : -2%, ?, 3%
Cc1ccc(C(C)C)c(OCC(=O)NCC(c2cccs2)N2CCOCC2)c1 (stereo unspecified)
 : -3%, 13µM*, 4%
COc1ccc(/C=N/Nc2nc(Nc3ccccc3)nc(N3CCCCC3)n2)cc1OC
 : -20%, 21µM*, 9%
COC(=O)c1ccccc1NC(=O)COc1ccc(S(=O)(=O)NC(C)C)cc1
 : 0%, ?, 0%
COc1ccc(/C=C/C(=O)NNC(=O)c2cc(C)oc2C)cc1
 : 0%, -18%, .
CCCS(=O)(=O)N1CCC(C(=O)NC2CCC(C)CC2)CC1 (stereo unspecified)
 : -7%, 5%, 1%
CCOc1ccc(/C=C2\SC(=O)N(CCNC(=O)CN3C(=O)NC4(CCCC4)C3=O)C2=O)cc1OC
 : -20%, -25%, 2%
Cc1cc2c(SCC(=O)NC3CCCC3)ncnc2s1
 : -3%, -20%, .
Cc1cccnc1NC(=O)c1ccc(NS(=O)(=O)/C=C/c2ccccc2)cc1
 : 2%, -28%, .
O=C(NCC1CCCO1)C(c1cccs1)N(Cc1ccccc1Cl)C(=O)c1ccc(-c2ccccc2)[nH]1 (stereo unspecified)
 : -9%, 23µM*, 8%
O=[N+]([O-])c1ccc(SCCc2ccccn2)cc1
 : -3%, -29%, .
Cc1ccc(CNC(=O)c2c(O)nc3cc(C)ccn3c2=O)cc1
 : -1%, -5%, 0%
Cc1ccccc1CSCCNC(=O)CSCc1ccc([N+](=O)[O-])cc1
 : -6%, ?, 8%
CC(C)(C)c1nnc(NC(=O)c2cccnc2)s1
 : 0%, ?, -8%
CC(=O)N/C(=C\c1ccccc1)C(=O)OC(C)C(=O)N(C)c1ccccc1 (stereo unspecified)
 : 0%, -23%, -6%[0.505 µM]
COc1ccc(-c2cn(Cc3ccc4ccccc4c3)nn2)cc1
 : 2%, -17%&-25%, .
COCCCNC(=O)c1ccc(NC(=O)c2nsc3ccccc23)cc1
 : 0%, ?, 5%
Cc1ccc(NC(=O)COC(=O)c2ccc([N+](=O)[O-])o2)cc1S(=O)(=O)N1CCCCCC1
 : -7%, -7%, 0%
COc1ccc(C2/C=C\CN(CC(C)(C)C)CC(=O)N2Cc2ccc(F)cc2)cc1 (stereo unspecified)
 : -5%, ?, 0%
CCN(CC)CCNC(=O)c1ccc(NC(=O)/C=C/c2ccc3ccccc3n2)cc1
 : -4%, ?, 4%
O=C(CSc1ccc2ccccc2n1)N/N=C/c1ccc(O)cc1
 : -1%, ?, .
Cc1ccc(/C=C/C(=O)c2ccccc2O)cc1
 : -14%, ?, 7%
CCOC(=O)c1cc(C(=O)c2cccs2)n2ccc(C(C)=O)cc12
 : -4%[0.501 µM], 23µM*, 4%
Cc1ccc2nc(CNC(=O)C3CCC(=O)N(Cc4ccccc4F)C3)cn2c1 (stereo unspecified)
 : -3%, -4%, 5%
CCc1n[nH]c(=S)n1/N=C/c1c(O)ccc2ccccc12
 : -15%, 0%, .
CNC(=O)c1cc(S(=O)(=O)Nc2ccc(C)cc2C)ccc1C
 : -15%, ?, 2%
COc1cccc(N2C(=NC(=O)C3CCCCC3)SC3CS(=O)(=O)CC32)c1 (stereo unspecified)
 : -15%, 3%, 2%
Clc1ccccc1-c1nc(/C=N/N2CCOCC2)c2ccccn12
 : -4%, ?, 5%
COCCNC(=O)CSc1nc2ccccc2c2nc(C)nn12
 : 0%, -23%, 6%
CS(=O)(=O)N1CCC(C(=O)Nc2cccc(Br)c2)CC1
 : -13%, 1%, -12%
COc1ccccc1CNC(=O)C1CCN(S(=O)(=O)c2ccc3nc4c(c(C(=O)O)c3c2)CCCC4)CC1
 : -7%, 29%, 0%
Cc1nn2c(=O)cc(COC(=O)c3ccc(C(C)(C)C)cc3)nc2s1
 : -1%, ?, 10%
N=C(N)S/C=C\C(=O)O
 : ?, 16µM*, 4%

# The results go on.
# Values run as follows: GCN5L2 inh, DT40 TDP1 no CPT, TDP1 inh
COc1cccc(NC(=O)CN(C)C(=O)Cc2ccc3c(c2)CCC3)c1
 : 3%, ?, 0%
CCOC(=O)c1c(-c2ccc(Br)cc2)csc1NC(=O)c1ccc(F)cc1
 : 4%, -6%, -4%[12.3 µM]
O=C(O)C1CCCCC1C(=O)Nc1ccccc1C(=O)N1CCN(c2ccc(F)cc2)CC1 (stereo unspecified)
 : -4%, -23%, 3%
O=C(CNC(=O)C1CCCCC1)OCC(=O)c1cccc(Cl)c1
 : -6%, -1%&-18%, 1%&0%
CC(NS(=O)(=O)c1ccc(Cl)cc1)C(=O)OCC(=O)Nc1ccc(N(C)C)cc1 (stereo unspecified)
 : -8%, -20%, 8%
COc1ccc(Cl)cc1N(CC(=O)Nc1cccc(SC)c1)S(C)(=O)=O
 : -10%, -4%, 8%
CC1=C(C(=O)Nc2ccccc2F)C(c2ccsc2)C2=C(CC(c3ccccc3)CC2=O)N1 (stereo unspecified)
 : -5%, 26µM*, 0%
COc1cccc(/C=C2\CC(C)Cc3c2nc2ccccc2c3C(=O)O)c1OC (stereo unspecified)
 : -11%, 0%, 4%
O=C(COc1ccc(/C=N/NC(=O)c2cc3ccccc3o2)cc1Br)Nc1ccccc1
 : -28%, 18µM*, 8%
CCN1C(=O)N[C@@H](c2cccc(C(F)(F)F)c2)[C@H](C(C)=O)[C@H]1C
 : ., -24%, 6%[12.3 µM]
CCOC(=O)/C(=N\Nc1ncnc2ccccc12)c1ccc(C)cc1
 : -7%, -18%, .
Cc1ccc(OCC(=O)NCc2ccco2)cc1C
 : 3%, -13%, 7%
CN1C(=O)/C(=C/c2ccccc2Cl)Sc2ccc(C(=O)N3CCCC3)cc21
 : -14%, 26µM*, 5%
CSc1ncccc1C(=O)NCCc1ccc(Cl)cc1
 : -7%, -23%, 3%
CCOC(=O)N1CCN(C(=O)c2ccc(OC)c(S(=O)(=O)N3CCOCC3)c2)CC1
 : -4%, 1%, 5%
O=C(NCC1CCCO1)/C(=C\c1ccco1)NC(=O)c1ccc(Cl)cc1 (stereo unspecified)
 : -3%, 20%, -2%
COc1cc(/C=N/NC(=O)COc2c(C)cc([N+](=O)[O-])cc2C)ccc1OC(=O)c1ccccc1
 : -6%, 21µM*, 3%
O=C(CNC(=O)N1CC(=O)Nc2ccccc21)NCc1ccccc1Cl
 : -2%, -11%, 1%
COc1ccc(NC(=O)N2CCC(NC(=O)c3ccco3)CC2)cc1
 : -4%, -8%, 6%
O=C(c1ccc(Br)cc1)N(C1=NCCCCS1)c1ccccc1
 : 2%, ?, -3%
O=C(COC(=O)c1ccccc1Br)NCCc1ccc(F)cc1
 : -4%, -16%, 5%
CCc1ccc(NC(=O)CSc2nnc(CNC(=O)c3ccco3)o2)cc1
 : -5%, 1%, 2%
Cc1ccc(/C=C/C(=O)Nc2ncc(C)s2)o1
 : 17%, -23%, 0%
O=C(Cc1coc2cc(O)ccc12)NNC(=O)c1ccc(Br)s1
 : -5%, -23%, -3%
C=CCn1c(=N)n(CC(=O)c2ccc(Cl)cc2)c2ccccc21
 : -13%, ?, .
COc1cc2cc(C(=O)N(C)Cc3ccccc3)[nH]c2cc1OC
 : 1%, 15%, .
CCCc1cc(=O)[nH]c2nnc(SCC(=O)Nc3ccc(C(C)=O)cc3)n12
 : -7%, -11%, .
Cc1noc(C)c1S(=O)(=O)N1CCC(C(=O)N2CCN(c3cccc(C(F)(F)F)c3)CC2)CC1
 : -15%, 3.3µM*, 2%
COCCNC(=O)C(OC(=O)c1ccco1)c1ccccc1OC (stereo unspecified)
 : -1%, -5%, 3%
CC1CN(C(=O)CCC(=O)NCc2cccs2)c2ccccc2O1 (stereo unspecified)
 : -5%, 4%, 3%
CSc1ccc(/C=N/NC(=O)c2sccc2C)cc1
 : -3%, ?, 2%
N#C/C(=C\c1ccco1)C(=O)NCc1ccccc1
 : -4%, -10%, 4%
Cc1ccc(S(=O)(=O)N(C)CCCC(=O)Nc2ccc(C)cc2C)cc1
 : 0%, ?, 2%
O=C(COC(=O)c1cc(S(=O)(=O)N2CCCCC2)ccc1Cl)NC1CCS(=O)(=O)C1 (stereo unspecified)
 : -4%, 1%, -1%
O=C(c1cc(C(=O)NCCc2ccccc2)c(=O)n(CCc2ccccc2)c1)c1cc(Cl)ccc1O
 : -9%, 15µM*, 5%
CN(C)C(CNS(=O)(=O)c1ccc(Br)cc1)c1cccnc1 (stereo unspecified)
 : -3%, -20%, 5%
O=C(O)Cn1cc(/C=c2/sc3nc4ccccc4n3c2=O)c2ccccc21
 : ?, 5%, ?
Cc1ccc(C)c(OCC(O)CN2CCCCC2C)c1 (stereo unspecified)
 : 0%, ?, 2%
COC(=O)Nc1nn(Cc2ccccc2F)cc1Br
 : -15%, -22%, 0%
COc1ccc(C(=O)N/N=C/c2cc(Br)ccc2O)cc1OC
 : -1%, 3.3µM*, .
